Runt-CBFb FRET: Runt domain-CBFb interaction inhibition | Q01196+Q13951 | 220,000 tested, 0.46% active | Cerulean-Runt/Venus-CBFb FRET ratio 530/480, 1 h | inhibition, % at 20 µM;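 active means inhibition over about 50% at 20 µM in the single-dose screen, limit read from the data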;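 further: 0% = DMSO wells and 100% = excess unlabeled CBFb competitor control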
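Measured by: fluorescence energy transfer, 422 nm excitation, 530/480 nm emission; test system: Cerulean-tagged RUNX1 Runt domain (FRET donor) fusion protein; buffer or medium: Tris pH 7.5 buffer with BSA; compound: one dose, 20 µM compound, 1% DMSO; times: two 1 h room-temperature incubations shielded from light; benchmarks: unlabeled CBFb 5 µM, positive control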
FXIIa inh: blocks human coagulation factor XIIa protease activity; P00748; purified FXIIa, Boc-QGR-AMC fluorogenic substrate, 2 h; inhibition, % at 5 µM; 220,000 tested, 0.3% active; in the data active means inhibition above about 40%;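 further: 0% = enzyme with no compound and 100% = blank without enzyme; many of its hits are not listed in these tables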
Hck-Nef inh: blocks Nef-activated human Hck kinase. P08631. Recombinant Hck-YEEI plus Nef, Z-Lyte FRET kinase assay. inhibition, % at 20 µM. 220,000 tested, 0.68% active. AID 463187;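 active means Hck-Nef kinase inhibition above about 50%, limit read from the data; inactive means inhibition below that limit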;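 further: 0% = DMSO with Hck plus Nef and 100% = Hck alone without Nef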
Runt-SMMHC FRET: Runt domain-CBFb-SMMHC interaction inhibition; Cerulean-Runt/Venus-CBFb-SMMHC FRET ratio 530/480, 1 h; inhibition, % at 20 µM; 220,000 tested, 0.74% active;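 active means mean inhibition across duplicate retests at 20 µM reaching about 50%, limit read from the data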;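 further: 0% = DMSO wells and 100% = wells with excess untagged CBFb-SMMHC; inhibitors lower the FRET ratio by blocking Runt binding to CBFb-SMMHC; some results filed as inactive read as strong as hits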
14-3-3 Bad PPI: disrupts binding of bovine 14-3-3 zeta to phospho-Bad peptide | P63103 | TR-FRET 14-3-3zeta/Dy647-pBad peptide displacement, 1 h | inhibition, % at 21.7 µM | 220,000 tested, 0.71% active | AID 781;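 active means inhibition above about 70%, limit read from the data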;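 further: 0% = full 14-3-3 plus peptide FRET controls and 100% = background without 14-3-3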
Target sequence (P63103 whole entry, looked up): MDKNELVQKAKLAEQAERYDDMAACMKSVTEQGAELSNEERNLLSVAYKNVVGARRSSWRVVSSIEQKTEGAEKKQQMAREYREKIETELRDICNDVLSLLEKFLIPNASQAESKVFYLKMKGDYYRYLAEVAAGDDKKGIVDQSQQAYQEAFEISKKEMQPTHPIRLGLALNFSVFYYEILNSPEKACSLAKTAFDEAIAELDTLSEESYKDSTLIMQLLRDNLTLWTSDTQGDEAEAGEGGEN
hK5 inh: kallikrein 5 (human) inhibition; inhibition, % at 5 µM; 210,000 tested, 0.59% active; recombinant hK5, fluorogenic AMC substrate cleavage; Q9Y337;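 active means inhibition of 40% or more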;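 further: 0% = enzyme controls without compound and 100% = no-enzyme blanks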
Thrombin inh: inhibitors of human thrombin | alpha-thrombin, Boc-VPR-AMC fluorogenic substrate cleavage | inhibition, % at 5 µM | 220,000 tested, 0.26% active;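 active means inhibition at or above 40%; inactive means inhibition below 40%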;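 further: 0% = enzyme with no compound and 100% = wells without enzyme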
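signal = AMC fluorescence, 355/460 nm | material = human alpha-thrombin enzyme | control set = enzyme without compound as high, wells lacking enzyme as low | times = reaction at room temperature | read-out basis = percent inhibition scaled between no-compound controls and no-enzyme blanks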
FXIa inh: factor XIa (human) inhibition; P03951; purified FXIa, Boc-Glu-Ala-Arg-AMC fluorogenic substrate; inhibition, % at 5 µM; 220,000 tested, 0.14% active;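 active means inhibition of at least 40%; inactive means inhibition below 40%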;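 further: fluorescence of freed AMC excited at 355 nm; 0% = enzyme without compound and 100% = no enzyme blank; many of its hits are not listed in these tables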
Target sequence (P03951 19-387 limits assumed): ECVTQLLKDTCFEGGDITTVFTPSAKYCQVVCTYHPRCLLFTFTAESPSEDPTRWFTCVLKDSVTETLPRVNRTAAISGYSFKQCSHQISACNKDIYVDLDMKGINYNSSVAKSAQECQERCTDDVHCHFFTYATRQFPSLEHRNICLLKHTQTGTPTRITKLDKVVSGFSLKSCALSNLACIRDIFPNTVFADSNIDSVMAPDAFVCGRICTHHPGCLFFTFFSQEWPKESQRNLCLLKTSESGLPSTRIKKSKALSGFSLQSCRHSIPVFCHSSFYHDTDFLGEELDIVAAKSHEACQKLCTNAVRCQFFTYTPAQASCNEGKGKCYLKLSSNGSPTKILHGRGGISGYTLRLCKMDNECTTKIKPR
Target sequence (P03951 388-625 limits assumed): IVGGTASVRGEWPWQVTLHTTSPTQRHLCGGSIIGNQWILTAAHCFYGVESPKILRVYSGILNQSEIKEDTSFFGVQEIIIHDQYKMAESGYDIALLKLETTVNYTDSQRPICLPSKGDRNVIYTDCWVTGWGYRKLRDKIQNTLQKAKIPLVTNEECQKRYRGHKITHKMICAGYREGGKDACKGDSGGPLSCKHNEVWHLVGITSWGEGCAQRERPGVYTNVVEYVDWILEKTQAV
Wee1 stabilizer: human Wee1 degradation inhibition, primary screen; HeLa Luc-Wee1K328M stability, luciferase luminescence; 100% = proteasome inhibitor MG132 effect; reporter increase, % at 5 µM; 220,000 tested, 1.2% active;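 active means activation above the mean of all tested compounds plus 3 SD, set per screening run, cut at about 8.8% in these data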;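 further: cells exposed to compound for 20 h before luminescence read; 0% = DMSO alone and 100% = MG132 at 30 µM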
Starred values were filed as active, the others as inactive; / = not tested or not shown; [ ] = another dose, or the depositor's remark.

Thrombin inh	Wee1 stabilizer	FXIa inh	hK5 inh	FXIIa inh	Hck-Nef inh	Runt-SMMHC FRET	14-3-3 Bad PPI	Runt-CBFb FRET	compound
0	-2	9	-11	17	1	-4	9	0	Cc1ccc(N2C(=O)c3cccc4c(Oc5ccccc5[N+](=O)[O-])ccc(c34)C2=O)c(C)c1
-15	-3	4	-11	9	0	2	-7	-1	Cc1cc(C)nc(NC(=O)c2cc([N+](=O)[O-])cc([N+](=O)[O-])c2)n1
2	2	4	5	15	15	-1	5	5	N/C(=N\N=C\c1ccc([N+](=O)[O-])cc1)c1nonc1N
3	0	-3	-14	-4	11	1	-5	-2	O=[N+]([O-])c1ccccc1N/N=C/c1ccc2c(c1)OCO2
-1	-2	-1	0	14	-1	2	-4	-3	CC1CCCCN1c1cc(C#N)c(C#N)cc1[N+](=O)[O-] (centres undefined)
-9	1	13	-12	-1	-1	-17	2[fluorescence artefact?]	-3	O=C1CC(c2ccc(Cl)cc2)SC(N(c2ccccc2)c2ccccc2)=N1 (centres undefined)
-4	-2	7	17	12	-1	8	13[fluorescence artefact?]	-3	Cc1ccccc1S(=O)(=O)Cc1ccc(C(=O)N2CCN(C3CCCCC3)CC2)o1
6	2	3	3	15	18	0	4	0	O=C1/C(=C/c2ccncc2)CCc2ccccc21
-4	-1	22	-8	-8	0	1	-1	1	Cc1cc(C)cc(CC2CC(=O)N(c3ccc4c(c3)OCCO4)C2=O)c1 (centres undefined)
-3	-1	-17	11	-3	-1	-4	2	-2	O=C(Cn1c(=O)n(CCCCC(=O)NC2CCCC2)c(=O)c2ccccc21)NCCC1=CCCCC1
3	0	-17	8	16	-2	2	14	-6	CCC(CC)c1nnc(NC(=O)c2c(C)nn(Cc3ccccc3Cl)c2C)s1
5	0	5	-34	11	0	4	-1	1	FC(F)(F)c1nc2ccccc2n2c(-c3ccc(Cl)cc3)nnc12
1	1	-4	-6	13	-6	-1	-6	0	Cc1ccc(NC(=O)c2nnn(-c3cccc(C(F)(F)F)c3)c2N)cc1
-3	-1	15	-11	22	0	0	-14	-3	O=S(=O)(c1ccccc1)c1nc(-c2ccccc2)oc1NCc1cccnc1
-1	3	-3	-7	1	-9	-2	-2	1	O=C(COC(=O)COc1ccccc1)Nc1ccc(S(=O)(=O)N2CCOCC2)cc1
-4	-2	-6	-33	-7	-2	2	-82[fluorescence artefact?]	2	CCC(=O)Nc1ccc(NC(=O)C23CC4CC(CC(C4)C2)C3)cn1
7	7	1	-22	9	6	0	55	4	CC(/C=N/NC(=O)c1ccncc1)=C\c1ccco1
1	0	-2	-15	15	0	2	5	-2	CCn1cc(C(=O)NCCN(C)CCc2ccccc2)c(=O)c2cc(S(=O)(=O)N(C)C)ccc21
3	0	-6	-10	1	-59	1	-5	-1	CCN(CC)CC(=O)Nc1ccccc1SCC(=O)Nc1ccsc1C(=O)OC
3	-2	5	7	10	2	20	2[fluorescence artefact?]	17	CC1(C)Cc2c(c(N3CCOCC3)nc3sc4c(=O)[nH]cnc4c23)CS1
-1	8	-1	-10	9	1	2	8	0	COc1ccc(NC(=O)Nc2nnc(N3CCCCC3C)s2)cc1OC (centres undefined)
13	0	-1	1	7	25	-1	-8	-2	CC1CCCC(NC(=O)CCNS(=O)(=O)c2ccc(Br)cc2)C1C (centres undefined)
-2	-2	3	-6	12	3	18	7	29	COCc1cc(C)nc2sc3c(=O)n(Cc4ccco4)nnc3c12
-10	7	-3	-2	/	23	16	0	32	Cn1cc(P(=S)(N2CCOCC2)N2CCOCC2)cc1P(=O)(N1CCOCC1)N1CCOCC1
17	1	5	23	13	0	-4	2	8	COc1ccc(NC(=O)/C(C#N)=C\C=C\c2ccco2)cc1
-2	1	4	2	14	3	/	-3	/	O=c1o[nH]c(-c2ccccc2)c1C1=NCCCCC1
-8	-2	-4	11	5	1	0	3	0	CCN(CC)CC(O)Cn1c2ccccc2c2ccccc21 (centres undefined)
7	-1	0	-20	-1	1	0	1[fluorescence artefact?]	1	Clc1ccccc1-c1nnc2sc(-c3ccco3)nn12
18	1	15	29	21	0	5	0	2	CC(C)(Oc1ccc(Cl)cc1)C(=O)NCc1ccco1
-1	-2	9	7	7	24	2	-12	-2	COC(=O)Nc1ccc(S(=O)(=O)N2CCC(C(=O)N3CCCC(C)C3)CC2)cc1 (centres undefined)
-1	-1	3	4	5	1	-8	15	1	O=C(c1cc2ccccc2oc1=O)N(Cc1ccco1)CC1CCCO1 (centres undefined)
3	12*	3	-14	9	3	2	-3	0	COc1cccc(C(=O)Nc2ccc(-c3nc4ccccc4o3)c(O)c2)c1
-2	0	5	5	15	1	1	-25	-2	CCCCOc1ccc(C(=O)N/N=C/c2ccc(OCCN3CCCCC3)c(OC)c2)cc1
-6	3	-3	-10	2	-2	-8	/	-3	O=C1C(NS(=O)(=O)c2cccs2)=C(N2CCN(c3cccc(C(F)(F)F)c3)CC2)C(=O)c2ccccc21
-7	0	-22	9	0	-2	-1	3	3	CCCCNC(=O)OCCSCCS(=O)(=O)c1ccc(Cl)cc1
-3	0	6	3	9	23	9	16	11	O=C(NNc1c2ccccc2nc2ccccc12)C12CC3CC(CC(C3)C1)C2
3	-1	2	-16	15	-2	4	-9[fluorescence artefact?]	-1	COc1ccc(-n2cnc3ccccc32)cc1
5	4	0	0	-6	-1	0	-2	2	Cc1ccccc1C1=NC(c2ccc(F)cc2F)ON1 (centres undefined)
-6	1	-3	3	6	18	0	-6	-1	CN(Cc1cccc(-n2cccn2)c1)C(=O)CCc1nnc(C2CCCCC2)o1
-3	-1	5	15	9	0	5	-8	0	C=CCNC(=O)COc1ccc(Br)cc1Cl

Some of these compounds in order of molecular weight, largest number first.
Thrombin inh	Wee1 stabilizer	FXIa inh	hK5 inh	FXIIa inh	Hck-Nef inh	Runt-SMMHC FRET	14-3-3 Bad PPI	Runt-CBFb FRET	compound
-6	3	-3	-10	2	-2	-8	/	-3	O=C1C(NS(=O)(=O)c2cccs2)=C(N2CCN(c3cccc(C(F)(F)F)c3)CC2)C(=O)c2ccccc21
3	12*	3	-14	9	3	2	-3	0	COc1cccc(C(=O)Nc2ccc(-c3nc4ccccc4o3)c(O)c2)c1
-1	-1	3	4	5	1	-8	15	1	O=C(c1cc2ccccc2oc1=O)N(Cc1ccco1)CC1CCCO1 (centres undefined)
5	4	0	0	-6	-1	0	-2	2	Cc1ccccc1C1=NC(c2ccc(F)cc2F)ON1 (centres undefined)

Next part:
Thrombin inh	Wee1 stabilizer	FXIa inh	hK5 inh	FXIIa inh	Hck-Nef inh	Runt-SMMHC FRET	14-3-3 Bad PPI	Runt-CBFb FRET	compound
-6	-1	3	-19	13	0	-2	3	0	O=C(NCc1cccnc1)c1ccc(CS(=O)(=O)c2ccc(Br)cc2)o1
-5	8	0	-3	6	-1	3	-3	-1	COC(=O)C(NC(=O)c1ccccc1Cl)(Nc1ncc(S(=O)(=O)c2ccc([N+](=O)[O-])cc2)s1)C(F)(F)F (centres undefined)
1	-1	2	-7	15	4	-7	2	-2	CCNc1nc(Oc2ccc(Cl)cc2Cl)cc(C(F)(F)F)n1
17	2	17	70*	23	0	2	-5	1	Cn1c(=O)cc(OCCCC(=O)NC2CCCC2)c2ccccc21
-2	2	1	-1	4	5	0	8[fluorescence artefact?]	0	COc1ccc(CCNC(=O)c2ccc(Cl)cc2Cl)cc1
1	1	4	-4	12	8	-1	-1	2	CC(C)(C)c1ccc(C(=O)NNc2ncccc2-n2cccc2)cc1
1	3	4	5	3	-8	81*	-4	3	CN(C)S(=O)(=O)c1cccc(NC(=S)N/N=C/c2cc(Br)ccc2O)c1
-2	17*	-3	-20	0	11	21	-31	12	COC(=O)c1ccccc1NC(=O)Cn1c(CCC(=O)O)ccc1-c1cccs1
1	-1	3	5	9	12	-2	-2	0	COC(=O)CSc1nc2sc3c(c2c(=O)[nH]1)CCC3
2	3	-8	-9	8	-1	-1	-9	-1	COc1ccc(OC)c(C(=O)COC(=O)C2CC3CCCC(C2)C3=O)c1 (centres undefined)
-1	1	10	-7	11	9	2	-4	-2	Cc1cc(NC(=O)c2ccc3c(c2)OCO3)ccc1NC(=O)c1ccco1
-2	1	-6	3	-4	0	-1	-21	-2	CC1CCN(c2ccc(NC(=S)NC(=O)c3ccco3)cc2)CC1
1	-1	-11	-28	7	1	0	-9	1	CS/C(=C\[N+](=O)[O-])Nc1ccc(F)cc1
4	-2	-1	7	6	0	-6	-7[fluorescence artefact?]	2	COc1ccc(NC(=O)C2CCN(C(=O)c3ccc(OC)cc3)CC2)cc1
-11	-1	-10	-22	-23	2	-5	65[fluorescence artefact?]	9	Nc1ccc(-c2nnc(-c3ccc(-c4ccccc4)cc3)o2)cc1
5	-1	0	-5	4	20	-1	-10	0	Cc1cc2ncc(C(=O)N=CN(C)C)cn2n1
-9	-3	-2	-11	-5	3	-1	-8	0	Cc1ccc(CSc2ccc(-c3ccc4c(c3)OCO4)nn2)cc1
-5	-2	-4	-4	3	23	-2	6	-2	CCOc1ccc(-n2c(C)c(C(C)=O)c3cc(OCC(N)=O)ccc32)cc1
-7	6	3	4	8	29	0	-21	0	COc1cc(/C=N/NC(=O)c2cc(C)oc2C)ccc1O
5	7	9	-6	19	2	-1	6	2	O=C(CSCc1ccc(Cl)cc1)NCC1CCCO1 (centres undefined)
5	-3	4	-22	13	1	-1	-5	0	O=C(CCC(=O)N1CCN(S(=O)(=O)c2ccccc2)CC1)c1cccs1
